Screening data from PubChem BioAssay.
KCNH2 3.1 inh – inhibitors of human KCNH2 3.1 potassium channel isoform; activity change, % (tested at about 1.8 µM); U2OS KCNH2 3.1, thallium flux FluxOr; stronger effect = lower value; hit rate 0.95% among 340,000;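 active = maximum activity change below -70%; inconclusive = maximum activity change from -70% to -50%; inactive = maximum activity change above -50%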;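 also: thallium influx rate constant from kinetic fluorescence after stimulation buffer; % is scaled to controls: 0 for no effect and ±100 for the full control effect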
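Steps: virus added to U2OS suspension (4 h, RT, dark); medium with 10% FBS added, cells plated, 37 C overnight; FluxOr/Red40 loading buffer 45 min RT; stimulation buffer, 2 min kinetic read; rate constant normalized.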
MLL CXXC-DNA inh – MLL CXXC-DNA interaction inhibition | AID 2662 | Potency, µM (series often up to 115 µM), without a hit: top-dose activity change, negative = inhibition, usual class: inhibitors | MLL-CXXC / FITC-HOXA9 DNA fluorescence polarization | hit rate 0.037% among 290,000 | Q03164; active = well fitted inhibition curve with a large enough effect in the polarisation, with a control signal flat, not every such curve was filed as active; inconclusive = small, poorly fitted or top-dose-only effect, or effect the other way, or a change in a side signal; inactive = no such curve, though single readings can be large or run the other way; the % refers to the polarisation; also: potency is read from the fitted curve at half-maximal effect
Target sequence (Q03164 whole entry, looked up): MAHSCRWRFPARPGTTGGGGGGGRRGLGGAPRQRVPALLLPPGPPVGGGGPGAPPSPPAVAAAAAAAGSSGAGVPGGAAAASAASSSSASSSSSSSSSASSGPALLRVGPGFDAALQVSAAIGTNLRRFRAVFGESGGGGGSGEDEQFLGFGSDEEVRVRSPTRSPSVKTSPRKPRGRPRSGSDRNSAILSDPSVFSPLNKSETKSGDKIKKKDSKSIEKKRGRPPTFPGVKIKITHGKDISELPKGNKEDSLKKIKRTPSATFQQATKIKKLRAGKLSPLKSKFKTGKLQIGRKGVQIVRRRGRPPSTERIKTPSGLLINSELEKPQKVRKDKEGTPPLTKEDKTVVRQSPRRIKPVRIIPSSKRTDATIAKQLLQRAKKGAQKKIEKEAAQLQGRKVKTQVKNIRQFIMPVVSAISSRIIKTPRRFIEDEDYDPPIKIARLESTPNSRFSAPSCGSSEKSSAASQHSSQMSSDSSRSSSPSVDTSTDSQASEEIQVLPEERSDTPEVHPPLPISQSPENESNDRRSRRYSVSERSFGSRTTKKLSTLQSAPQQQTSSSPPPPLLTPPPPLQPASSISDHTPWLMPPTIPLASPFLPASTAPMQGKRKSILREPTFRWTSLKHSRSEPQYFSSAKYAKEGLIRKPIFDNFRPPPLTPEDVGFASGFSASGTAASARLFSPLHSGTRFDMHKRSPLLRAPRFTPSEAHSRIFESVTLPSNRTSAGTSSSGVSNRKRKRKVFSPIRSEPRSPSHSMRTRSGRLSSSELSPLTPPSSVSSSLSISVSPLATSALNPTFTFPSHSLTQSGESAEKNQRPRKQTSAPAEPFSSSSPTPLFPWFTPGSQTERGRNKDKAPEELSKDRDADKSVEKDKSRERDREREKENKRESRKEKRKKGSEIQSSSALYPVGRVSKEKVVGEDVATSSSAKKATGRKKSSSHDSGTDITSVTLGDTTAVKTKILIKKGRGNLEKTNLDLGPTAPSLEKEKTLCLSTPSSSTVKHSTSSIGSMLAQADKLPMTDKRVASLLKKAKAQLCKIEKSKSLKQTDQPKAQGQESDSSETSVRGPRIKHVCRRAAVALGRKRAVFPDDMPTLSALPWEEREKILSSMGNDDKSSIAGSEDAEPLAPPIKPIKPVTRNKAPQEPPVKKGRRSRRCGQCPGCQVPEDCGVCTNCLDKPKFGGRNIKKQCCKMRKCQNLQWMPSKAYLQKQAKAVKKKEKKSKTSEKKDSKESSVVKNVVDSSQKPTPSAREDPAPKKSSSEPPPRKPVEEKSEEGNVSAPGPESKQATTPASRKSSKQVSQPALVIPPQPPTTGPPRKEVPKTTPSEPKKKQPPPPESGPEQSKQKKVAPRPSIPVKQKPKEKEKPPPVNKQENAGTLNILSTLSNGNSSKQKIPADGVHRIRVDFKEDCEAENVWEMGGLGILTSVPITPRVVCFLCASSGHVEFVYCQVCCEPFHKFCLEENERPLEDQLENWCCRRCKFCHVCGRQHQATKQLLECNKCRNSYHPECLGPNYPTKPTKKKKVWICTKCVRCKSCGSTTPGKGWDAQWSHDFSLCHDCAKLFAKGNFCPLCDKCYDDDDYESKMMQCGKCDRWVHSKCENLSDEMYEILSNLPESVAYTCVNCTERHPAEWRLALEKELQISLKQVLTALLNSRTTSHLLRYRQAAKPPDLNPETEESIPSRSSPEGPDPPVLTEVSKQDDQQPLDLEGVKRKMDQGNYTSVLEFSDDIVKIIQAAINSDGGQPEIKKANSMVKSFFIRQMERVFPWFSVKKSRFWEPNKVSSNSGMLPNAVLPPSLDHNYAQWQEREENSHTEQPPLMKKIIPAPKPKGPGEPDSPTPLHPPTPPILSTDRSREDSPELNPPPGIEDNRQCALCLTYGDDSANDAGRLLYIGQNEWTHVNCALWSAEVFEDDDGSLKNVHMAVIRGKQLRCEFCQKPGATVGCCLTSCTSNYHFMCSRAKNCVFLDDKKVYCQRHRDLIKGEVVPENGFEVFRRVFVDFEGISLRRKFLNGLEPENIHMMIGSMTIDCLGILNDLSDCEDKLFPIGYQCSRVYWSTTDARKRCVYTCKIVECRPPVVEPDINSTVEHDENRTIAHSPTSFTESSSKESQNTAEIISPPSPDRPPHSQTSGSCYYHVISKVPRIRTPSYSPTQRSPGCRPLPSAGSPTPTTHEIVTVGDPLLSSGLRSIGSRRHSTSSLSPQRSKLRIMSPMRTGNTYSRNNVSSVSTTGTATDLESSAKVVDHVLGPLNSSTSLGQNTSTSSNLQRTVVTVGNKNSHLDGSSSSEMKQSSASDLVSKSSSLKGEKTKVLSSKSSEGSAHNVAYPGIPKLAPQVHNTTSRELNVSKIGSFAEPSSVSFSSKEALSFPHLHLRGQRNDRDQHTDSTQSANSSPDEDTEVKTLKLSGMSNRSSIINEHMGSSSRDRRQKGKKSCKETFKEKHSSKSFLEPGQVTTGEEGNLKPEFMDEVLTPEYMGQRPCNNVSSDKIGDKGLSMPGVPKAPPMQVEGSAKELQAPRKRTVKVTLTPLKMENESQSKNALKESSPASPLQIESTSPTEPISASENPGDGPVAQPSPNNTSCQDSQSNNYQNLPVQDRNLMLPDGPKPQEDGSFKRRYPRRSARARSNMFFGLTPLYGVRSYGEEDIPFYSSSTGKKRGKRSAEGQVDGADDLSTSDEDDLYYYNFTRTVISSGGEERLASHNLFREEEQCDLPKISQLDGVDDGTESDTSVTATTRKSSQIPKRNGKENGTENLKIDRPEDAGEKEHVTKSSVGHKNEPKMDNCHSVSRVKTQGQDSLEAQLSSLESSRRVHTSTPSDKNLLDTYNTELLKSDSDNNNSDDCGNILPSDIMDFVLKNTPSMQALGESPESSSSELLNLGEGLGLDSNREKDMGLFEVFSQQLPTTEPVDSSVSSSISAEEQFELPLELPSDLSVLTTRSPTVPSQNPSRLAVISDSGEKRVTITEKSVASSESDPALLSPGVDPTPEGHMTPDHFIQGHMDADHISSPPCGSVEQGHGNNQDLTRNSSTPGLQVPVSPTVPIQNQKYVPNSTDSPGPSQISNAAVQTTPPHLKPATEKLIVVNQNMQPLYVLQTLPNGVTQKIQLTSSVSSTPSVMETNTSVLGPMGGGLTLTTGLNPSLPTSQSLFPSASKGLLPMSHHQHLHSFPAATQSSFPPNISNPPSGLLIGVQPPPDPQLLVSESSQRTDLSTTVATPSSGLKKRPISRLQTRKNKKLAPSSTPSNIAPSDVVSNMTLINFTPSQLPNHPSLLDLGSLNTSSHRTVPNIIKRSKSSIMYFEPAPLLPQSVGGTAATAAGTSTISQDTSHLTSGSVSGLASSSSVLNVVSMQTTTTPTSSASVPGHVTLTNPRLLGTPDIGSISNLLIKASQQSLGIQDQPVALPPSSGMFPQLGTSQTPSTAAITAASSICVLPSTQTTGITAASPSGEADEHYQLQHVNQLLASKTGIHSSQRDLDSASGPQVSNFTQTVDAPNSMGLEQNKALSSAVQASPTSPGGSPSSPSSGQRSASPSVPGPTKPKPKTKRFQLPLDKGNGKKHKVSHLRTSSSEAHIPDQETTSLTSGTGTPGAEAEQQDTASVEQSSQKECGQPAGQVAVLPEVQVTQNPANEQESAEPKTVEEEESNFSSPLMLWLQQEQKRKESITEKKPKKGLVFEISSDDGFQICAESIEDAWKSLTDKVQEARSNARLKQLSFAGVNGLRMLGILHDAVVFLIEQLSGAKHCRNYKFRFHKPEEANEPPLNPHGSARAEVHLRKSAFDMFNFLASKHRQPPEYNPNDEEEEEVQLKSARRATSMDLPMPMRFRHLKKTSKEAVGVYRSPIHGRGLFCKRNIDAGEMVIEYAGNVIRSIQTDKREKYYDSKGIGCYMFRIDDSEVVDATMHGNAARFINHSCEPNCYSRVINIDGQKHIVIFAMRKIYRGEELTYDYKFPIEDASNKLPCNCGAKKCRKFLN
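Steps: dispense CXXC domain solution (7 uM) → pin compounds or unlabeled HOX-A9 DNA control → 5 min ambient → add FLSN-HOX-A9 solution (50 nM) → spin → 30 min ambient → fluorescence polarization. Tris pH 7.5/NaCl/DTT/BSA buffer.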
MBNL1-CUG inh – MBNL1-poly(CUG) RNA binding inhibition; hit rate 0.036% among 280,000; Potency, µM (highest dose often 57.5 µM), without a hit: at the highest dose activity change, negative = inhibition, most hits filed as inhibitors; AID 2675; TR-FRET MBNL1-His/biotin-(CUG)12 binding, 665/545 ratio; Q9NR56; active = well fitted inhibition curve with a large enough effect in the signal ratio, with a control signal flat, not every such curve was filed as active; inconclusive = small, poorly fitted or top-dose-only effect, or effect the other way, or a change in a side signal; inactive = no such curve, though single readings can be large or run the other way; the % refers to the signal ratio; also: potency is read from the fitted curve at half-maximal effect; % is scaled to controls: 0 for no effect and ±100 for the full control effect
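TR-FRET readout: Ex 340 nm, 665/545 nm emission ratio, normalized to buffer-only (basal) and MBNL1-(CUG)12 controls. Complex of MBNL1-His with Biotin-(CUG)12, compounds 92 nM–58 uM, incubated 60 min at room temperature.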
AT treatment – candidate therapy for ataxia-telangiectasia. Potency, µM (series often up to 57.5 µM), for inactives: at the highest dose activation, usual class: activators. […] A-T fibroblasts, KAP-1 phosphorylation AlphaLISA; neocarzinostatin DNA damage 30 min before lysis. hit rate 0.19% among 320,000. AID 485349; also: potency is read from the fitted curve at half-maximal effect; % of control where 0% means no effect; nearly all actives have a fitted effect of over 45% in size
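ATM-like activity read as KAP-1 phosphorylation via AlphaLISA donor/acceptor antibody pairs after lysis and 6 hr at 25C. Cells were ATM-null patient fibroblasts ([…], hTERT), dosed 60 min, then exposed to the DSB inducer NCS for 30 min.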
Integrin act MD – activates integrin-mediated alleviation for muscular dystrophy; alpha7betagal myoblasts, beta-gal FDG fluorescence, 48 h; Potency, µM (series often up to 38.3 µM), for the others: at the highest dose activation, hits mostly activators; hit rate 0.064% among 350,000; AID 624291;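 also: potency is read from the fitted curve at half-maximal effect; 100% = response of the positive control SU9516; nearly all actives have a fitted effect of over 60% in size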
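Alpha7betagal+/- myoblasts (passage 13) were plated 16-24 hr, then exposed to compounds (1:260 dilution of DMSO stock) for 48 hours at 37C. After MPER lysis, β-galactosidase reporter activity was read as FDG fluorescence (ex 480/em 540) after 30 minutes.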
S-ASM inh – blocks human secretory acid sphingomyelinase; P17405; hit rate 0.006% among 340,000; Potency, µM (top dose mostly 57.5 µM), for the others: at the highest dose activity change, negative = inhibition, hits mostly inhibitors; placental ASM, HMU-PC fluorogenic substrate, 60 min; also: potency is read from the fitted curve at half-maximal effect
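HMU-PC0 cleavage (9 uM final) by human placental ASM, 60 min at 37 °C following 10 min compound exposure at RT; stopped at pH 10, fluorescence Ex 386/Em 447 nm.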
TRPV1 agonist – agonists of human vanilloid receptor 1 (TRPV1); Q8NER1; TRPV1-expressing cells, Fluo-8 calcium influx, agonist mode; activation, % at 8.33 µM; hit rate 0.19% among 320,000; AID 540275; in the data active = activation above about 80%; inconclusive = between about 30% and that limit; also: 0% is about no effect
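TRPV1-expressing cells were cultured overnight at 35.5C and loaded with Fluo-8 calcium dye for 40 to 90 min at room temperature. After a 10 s baseline, compound was added and calcium influx was read kinetically for 3 min (ex 480/em 520 nm).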
KCNH2 WT inh – inhibitors of human wildtype KCNH2 potassium channel; Q12809; AID 720551; hit rate 0.37% among 340,000; U2OS, BacMam KCNH2, thallium flux FluxOr; stronger effect = lower value; activity change, % at 1.84 µM;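 active = maximum activity change below -70%; inconclusive = maximum activity change between -70% and -50%; inactive = maximum activity change above -50%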; also: % is scaled to controls: 0 for no effect and ±100 for the full control effect
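U2OS cells transduced with wild-type KCNH2 virus are loaded with FluxOr dye for 45 min, and thallium flux is measured in kinetic reads before and after stimulation buffer. Rate constants are normalized to DMSO controls.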
GALK inhibitor – inhibitors of human galactokinase | P51570 | Purified GALK, Kinase-Glo residual ATP luminescence | Potency, µM (series often up to 57.5 µM), inactives show at the highest dose activity change, negative = inhibition, actives largely listed as inhibitors | hit rate 0.007% among 270,000; also: potency is read from the fitted curve at half-maximal effect; % is scaled to controls: 0 for no effect and ±100 for the full control effect
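Luminescence from leftover ATP (Ultra-Glo luciferase/luciferin) served as read-out after a 1 h room-temperature reaction of 5 nM GALK with 35 uM ATP and 100 uM galactose.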
Coupling enz – inhibits coupling enzyme system, counter-screen for aldolase hits; AID 2472; hit rate 0.67% among 290,000; coupling enzyme system counterscreen, AmpLite Red fluorescence; activity change, negative = inhibition, % at 58.2 µM, hits read low; in the data active = activity change below about -30%; also: % is scaled to controls: 0 for no effect and ±100 for the full control effect
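Counterscreen lacking aldolase: glyceraldehyde-3-phosphate coupling-enzyme reagent preincubated 10 min at RT with compound (at 57.5 uM final), then substrate/coupling system with AmpLite Red added; fluorescence read at 525/598 nm after 20 min RT.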
* marks the source's active call; other numbers are inactive results; i = inactive; u = inconclusive; x = no result given; & = joins results of further samples; [ ] = dose if it differs, or a comment. Unless noted, calls follow the shape of the dose curve; as a rule, active = well fitted curve in the direction sought with a large enough effect; inconclusive = small, poorly fitted or top-dose-only effect, or another doubt; inactive = no such curve, though single readings can be large; an effect the other way counts as inactive or inconclusive.

canonical_smiles | KCNH2 3.1 inh | MLL CXXC-DNA inh | MBNL1-CUG inh | AT treatment | Integrin act MD | S-ASM inh | TRPV1 agonist | KCNH2 WT inh | GALK inhibitor | Coupling enz
COc1ccc(/C=C/C(=O)NC(=S)N2CCN(c3ccccn3)CC2)cc1OC | -2 | -8% | 2% | 2% | -11% | -1% | 10 | 4 | 3% | -1
Cc1ccc(Cn2c(=S)[nH]c3ccccc3c2=O)cc1 | 8 | 13% | 11% | -3% | 13% | 2% | u | -6 | x | -2
O=C1NCCN(Cc2ccc(Cl)c(F)c2)C1CC(=O)N1CCCO1 (stereo not given) | x | 1% | -5% | 4%[11.5 µM] | -5% | 73%[activator] | 1 | 15 | 0% | -6
CCn1nc(C)c(Br)c1Nc1ccc(Br)cc1 | -16 | 3% | 16% | 2% | 9% | 0% | 11 | 5 | 0% | 0
COc1ccccc1C(=O)Nc1ccnn1C1CCN(Cc2ncc[nH]2)CC1 | 12 | 23% | 0% | 1% | u | 2% | -2 | 4 | -2% | 3
O=C1C(Cc2ccccc2)S/C(=N/N=C/c2ccco2)N1c1ccccc1 (stereo not given) | 0 | 31%[activator] | -2% | 4% | 18% | 0% | -6 | 28 | 0% | -3
CC(=O)c1c(C)[nH]c(C(=O)OCC(=O)Nc2ccc(Cl)cc2[N+](=O)[O-])c1C | 1 | 5% | 26% | 4% | -48%[inhibitor] | -3% | 3 | 0 | 0% | 0
Brc1ccccc1-c1nnc(-c2cccnc2)o1 | -2 | 10% | -1% | 9% | 12% | 3% | 6 | 4 | -1% | 0
Cc1c(Br)c(C(F)(F)F)nn1CC(=O)NCc1ccccc1 | 6 | 10% | -8% | 9% | 11% | 1% | 18 | -2 | 2% | -2
CCN(CC(=O)Nc1ccccc1C(F)(F)F)C(=O)c1ccc(N2C(=O)CCC2=O)cc1 | 7 | 17% | 4% | 8% | 54% | 4% | -3 | -39 | 9% | x
CC(=O)c1ccc(N2CCN(S(=O)(=O)c3c(C)[nH]c(C)c3C(=O)N3CCCCC3)CC2)cc1 | 14 | -3% | 4% | -3% | u | 0% | 4 | -8 | 8% | 0
Cc1cc(C)n(-c2nc(C)nc(N)n2)n1 | -2 | 2% | 6% | 2% | 4% | 2% | 3 | -5 | -1% | 1
COc1ccc(CCC(=O)NC2CCC(C)CC2)cc1 (stereo not given) | -16 | 0% | 3% | -4% | 1% | 21% | 12 | -2 | 14% | -1
Cc1nnn(C23CC4CC(CC(C(=O)NN)(C4)C2)C3)n1 | x | 4% | 6%[11.5 µM] | -2% | 0% | 3% | 4 | -6 | x | 0
O=C(CN1C(=O)c2cccnc2Oc2ccc(Cl)cc21)NC1CCCCCC1 | 3 | 7% | 4% | 1% | 7% | 15% | 2 | 4 | 5% | 4
O=C(Nc1cccc(F)c1)c1ccc(-c2ccccc2Cl)o1 | 7 | -5% | 35% | x | -20% | -8% | -4 | 3 | x | -24
CCCCN(C(=O)c1ccc(N(C)S(=O)(=O)c2ccc(C)cc2)cc1)c1c(N)n(CC(C)C)c(=O)[nH]c1=O | 2 | x | x | x | u | 2% | x | -14 | x | x
Cc1cc(NC(=O)c2ccc([N+](=O)[O-])cc2Cl)no1 | 8 | 0% | u | 0% | -14% | -1% | 3 | x | 2% | -1
O=C(NCc1ccc2c(c1)OCO2)c1ccc(CSCc2cccc(Cl)c2)o1 | -9 | 14% | x | -1% | 4% | -4% | 16 | 2 | 1% | 1
Cc1cc(NC(=O)CSc2nccn2-c2ccc([N+](=O)[O-])cc2)no1 | 1 | 18% | u | 1% | -16% | 0% | 0 | -7 | 2% | 4
CSc1ncccc1C(=O)N1CCN(S(=O)(=O)c2ccc(C)cc2)CC1 | 1 | -5% | -1% | -1% | -13% | 3% | 1 | 9 | -4% | 1
COC(=O)C1=COC(OC2OC(CO)C(O)C(O)C2O)C2C1C=CC2(O)CO (stereo not given) | 6 | 1% | 1% | 8% | 0% | 2% | -3 | -3 | 0% | 1
COc1cc(/C=N/Nc2snc(SC)c2C#N)ccc1O | 6 | 24% | -13% | -7% | -47%[inhibitor] | 45%[activator] | 0 | 9 | -4% | 3
C[C@H](NC(=O)C1CC(=O)N(c2ccc3c(c2)OCCO3)C1)C(=O)N1CCCCC1 (stereo not given in full) | 3 | 0% | -3% | -4% | 16% | 2% | 0 | 9 | 0% | x
CCOc1ccc2nc(NS(=O)(=O)c3ccc4c(c3)n(C)c(=O)n4C)sc2c1 | x | -1% | -3% | 3% | 9% | -12% | -2 | -2 | 7% | 11
CC(C)(C)CC(C)(C)NC(=O)Nc1cccc([N+](=O)[O-])c1 | 1 | 10% | 21% | 3% | -46%[inhibitor] | -4% | u | -10 | -1% | -4
Cc1nnsc1Sc1ccccn1 | -30 | -1% | x | 0% | 21% | -2% | 2 | i | 1% | 1
COc1ccc(NC(=O)Cc2c(F)cccc2Cl)cc1 | 4 | 3% | -7% | -1% | 18% | 2% | 0 | 15 | 2% | -4
Cc1noc(C)c1COC(=O)c1cccc(S(=O)(=O)N2c3ccccc3CC2C)c1 (stereo not given) | -7 | -2% | 7% | 3% | -26% | -7% | 0 | -3 | -2% | 0
CC(C)NCC(O)c1ccc(O)c(O)c1 (stereo not given) | 1 | 3%&16%&-8% | -6% | -1% | x | 2% | 1 | 12 | x | -10&-17

Whole records from above. Order of values: KCNH2 3.1 inh, MLL CXXC-DNA inh, MBNL1-CUG inh, AT treatment, Integrin act MD, S-ASM inh, TRPV1 agonist, KCNH2 WT inh, GALK inhibitor, Coupling enz
Shown for CC(=O)c1ccc(N2CCN(S(=O)(=O)c3c(C)[nH]c(C)c3C(=O)N3CCCCC3)CC2)cc1 = 14, -3%, 4%, -3%, u, 0%, 4, -8, 8%, 0
Shown for CCCCN(C(=O)c1ccc(N(C)S(=O)(=O)c2ccc(C)cc2)cc1)c1c(N)n(CC(C)C)c(=O)[nH]c1=O = 2, x, x, x, u, 2%, x, -14, x, x

Back to the main list, repeating the 3 entries before the break.
canonical_smiles | KCNH2 3.1 inh | MLL CXXC-DNA inh | MBNL1-CUG inh | AT treatment | Integrin act MD | S-ASM inh | TRPV1 agonist | KCNH2 WT inh | GALK inhibitor | Coupling enz
COc1ccc(NC(=O)Cc2c(F)cccc2Cl)cc1 | 4 | 3% | -7% | -1% | 18% | 2% | 0 | 15 | 2% | -4
Cc1noc(C)c1COC(=O)c1cccc(S(=O)(=O)N2c3ccccc3CC2C)c1 (stereo not given) | -7 | -2% | 7% | 3% | -26% | -7% | 0 | -3 | -2% | 0
CC(C)NCC(O)c1ccc(O)c(O)c1 (stereo not given) | 1 | 3%&16%&-8% | -6% | -1% | x | 2% | 1 | 12 | x | -10&-17
O=C(OC1CCCCC1)c1cc2ccccc2oc1=O | -14 | -3% | u | 3% | -18% | -4% | 12 | -1 | x | -1
O=S(=O)(Nc1ccccn1)c1cnc(Cl)c(Br)c1 | 13 | 0% | -10% | -4% | -16% | 3% | 1 | 7 | -1% | 7
CCOC(=O)c1c(NC(=O)C2CCCO2)sc(C(=O)OC(C)(C)C)c1C (stereo not given) | -5 | 3% | 5% | -3% | 11% | 2% | 0 | -6 | 1% | -4
COc1ccc2[nH]c(=O)c(CN(C(C)=O)c3cccc(C)c3)cc2c1 | 11 | -4% | -9% | 3% | 0% | 31% | 0 | -3 | 1% | 2
Cc1ccc(-c2cc3c(n2-c2ccc(C(=O)O)cc2)CCCC3=O)cc1 | 4 | 0% | x | -4% | 0% | 15% | 1 | 1 | 0% | 11
O=C(Cc1cccs1)Nc1cccc(-c2nc3ccccc3o2)c1 | -12 | -6% | -9% | -4% | 9% | 4% | u | -5 | 2% | -2
COc1ccc([C@@H]2CC=C(C(=O)O)[C@H](c3ccc(F)cc3)N2S(=O)(=O)c2ccccc2C)cc1 | 2 | x | x | 10% | -25% | 3% | -4 | 5 | x | x
COc1ccccc1NC(=O)CCCNC(=O)Cn1cnc2sc(C)c(C)c2c1=O | 2 | 2% | -1% | 1% | -16% | -1% | 0 | 9 | -3% | -1
CC(C)OCCCNC(=O)CN1CCN(Cc2ccc(Cl)cc2)C1=O | 3 | -4% | 2% | -11% | -15% | 1% | -3 | -3 | 2% | 1
CCN1CCC2(CC1)N=C(c1ccc(F)cc1)C(=S)N2 | 23 | -2% | 9% | 2% | 41% | 2% | 5 | 3 | 0% | -1
